High-throughput results (PubChem)
M5 antag = human M5 muscarinic receptor antagonists, primary screen, CHO cells, Fluo-8 calcium fluorescence; CHO-hM5 cells, ACh EC80; inhibition, % at 3 µM; 0.59% of 360,000 active;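 active = inhibition above a per-plate cutoff, the mean of that plate's test compounds plus 3 SD, cut at about 27% in these data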;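 note: 0% = acetylcholine EC80 with DMSO and 100% = DMSO without agonist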
Target sequence (P08912 whole entry, looked up): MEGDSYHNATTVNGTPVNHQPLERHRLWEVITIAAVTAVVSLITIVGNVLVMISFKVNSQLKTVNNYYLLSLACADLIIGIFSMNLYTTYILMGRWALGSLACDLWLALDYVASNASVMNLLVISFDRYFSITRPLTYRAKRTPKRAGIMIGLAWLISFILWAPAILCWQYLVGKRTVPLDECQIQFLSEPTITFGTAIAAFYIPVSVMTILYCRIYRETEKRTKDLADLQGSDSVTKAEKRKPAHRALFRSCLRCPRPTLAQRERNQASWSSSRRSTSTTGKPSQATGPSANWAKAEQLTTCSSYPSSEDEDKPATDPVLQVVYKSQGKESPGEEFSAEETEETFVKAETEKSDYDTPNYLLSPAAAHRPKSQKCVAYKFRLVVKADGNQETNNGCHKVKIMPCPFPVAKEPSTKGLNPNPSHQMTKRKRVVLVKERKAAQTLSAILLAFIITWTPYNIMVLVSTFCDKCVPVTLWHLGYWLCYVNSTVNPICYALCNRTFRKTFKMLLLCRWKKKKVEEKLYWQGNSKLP
CHRM4 agonist = human M4 muscarinic receptor agonists, primary screen, CHO-K1 cells, Fluo-8 calcium fluorescence | Muscarinic acetylcholine receptor M4 (Homo sapiens), P08173 | CHO-K1 hM4/Gqi5; vehicle 0%, full acetylcholine response 100% | activation, % at 3 µM | 0.14% of 360,000 active;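 active = activation above the run mean over all test wells plus 3 SD, cut at about 32% in these data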;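 note: peak over basal fluorescence ratio per well then scaled between controls; 0% = DMSO wells and 100% = acetylcholine at EC100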
Target sequence (P08173 whole entry, looked up): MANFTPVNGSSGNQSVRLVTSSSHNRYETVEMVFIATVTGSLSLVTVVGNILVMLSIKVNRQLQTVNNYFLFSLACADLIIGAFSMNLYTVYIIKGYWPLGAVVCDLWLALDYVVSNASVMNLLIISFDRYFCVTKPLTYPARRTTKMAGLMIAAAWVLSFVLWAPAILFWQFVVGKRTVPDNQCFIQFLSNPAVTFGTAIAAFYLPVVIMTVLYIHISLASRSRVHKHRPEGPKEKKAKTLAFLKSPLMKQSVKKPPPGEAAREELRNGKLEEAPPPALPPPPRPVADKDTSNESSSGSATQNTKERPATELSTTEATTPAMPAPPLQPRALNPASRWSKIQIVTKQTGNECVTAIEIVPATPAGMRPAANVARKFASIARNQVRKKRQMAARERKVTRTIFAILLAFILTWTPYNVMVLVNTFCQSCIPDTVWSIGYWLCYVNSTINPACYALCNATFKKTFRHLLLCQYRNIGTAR
CHRM4 PAM = human M4 muscarinic receptor positive allosteric modulators, primary screen, CHO-K1 cells, Fluo-8 calcium fluorescence; CHO-K1 hM4/Gqi5, ACh EC20; 0% = ACh EC20, 100% = maximal ACh; 0.4% of 360,000 active; AID 624126, 2012; activation, % at 3 µM; Muscarinic acetylcholine receptor M4 (Homo sapiens), P08173;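 active = activation above its plate's cutoff, the mean activation of sample wells plus 3 SD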; note: some results filed as inactive read as strong as hits
CHRM1 PAM = human M1 muscarinic receptor positive allosteric modulators, primary screen, CHO-K1 cells, Fluo-8 calcium fluorescence, 1536-well. 0.088% of 360,000 active. CHO-K1 hM1, ACh EC20; 0% = ACh EC20, 100% = maximal ACh. activation, % at 3 µM. Muscarinic acetylcholine receptor M1 (Homo sapiens), P11229. AID 588819, 2011; in the data active = activation above about 19%, passing the limit was not always enough
CHRM5 agonist = human M5 muscarinic receptor agonists, primary screen, CHO-K1 cells, Fluo-8 calcium fluorescence; Muscarinic acetylcholine receptor M5 (Homo sapiens), P08912; CHO-K1 hM5 cells; 0% DMSO wells, 100% maximal acetylcholine response; activation, % at 3 µM; 0.19% of 360,000 active; AID 624037, 2012;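 active = activation above the run's mean over test compounds plus 3 SD, cut at about 23% in these data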;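 note: signal is peak over basal fluorescence ratio across the kinetic read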
CRFBP-R2 block = antagonists of CRF-BP/CRF-R2 complex, primary screen, cell-based, HEK293, calcium dye fluorescence, uHTS; AID 588475, 2011; CRF-induced calcium fluorescence; inhibition, % at 11.8 µM; 0.59% of 350,000 active;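 active = inhibition of the ligand-induced calcium signal above about 50% at the single tested concentration, limit read from the data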
CRFR2-BP ag = agonists of CRF-BP/CRF-R2 complex, primary screen, cell-based, HEK293, calcium dye fluorescence, uHTS | CRF-binding protein / CRF receptor 2 complex (human) | calcium dye fluorescence (FLIPR); percent of saturating CRF peptide response | activation, % at 13.2 µM | 0.46% of 350,000 active;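 active = activation of at least 50%, plus an integration ratio under a set limit after plate pattern correction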;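 note: plate controls were neutral control wells without compound for no effect and CRF at EC100 for full effect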
M4 antag = human M4 muscarinic receptor antagonists, primary screen, CHO cells, Fluo-8 calcium fluorescence. 0.73% of 360,000 active. inhibition, % at 3 µM. CHO-hM4 cells, ACh EC80;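 active = inhibition above its plate's cutoff, the mean inhibition of sample wells plus 3 SD, cut at about 27% in these data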;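 note: 0% = acetylcholine EC80 with DMSO and 100% = DMSO without agonist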
M5 PAM = human M5 muscarinic receptor positive allosteric modulators, primary screen, CHO-K1 cells, Fluo-8 calcium fluorescence. 0.3% of 360,000 active. activation, % at 3 µM. AID 624038, 2012. CHO-K1 hM5, ACh EC20 PAM; 0% = ACh EC20, 100% = ACh EC100;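 active = activation above the run cutoff, the mean activation of all test compounds plus 3 SD, cut at about 18% in these data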
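System: CHO-K1 hM5 cells. Reagent: acetylcholine, EC20 level. Compound dosing: single dose, 3 µM nominal final test concentration. Timing: Post-acetylcholine fluorescence recording 140 s. Detection: Fluo-8 calcium fluorescence. Read-out: % activation, ACh-normalized. Benchmarks: ACh EC20 and EC100 wells. Repeats: singlicate, one well per test compound.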
Active calls of the source: *; / = no result given; & = joins results of further samples.

SMILES	M5 antag	CHRM4 agonist	CHRM4 PAM	CHRM1 PAM	CHRM5 agonist	CRFBP-R2 block	CRFR2-BP ag	M4 antag	M5 PAM
CCOC(=O)c1cc(-c2sc(NC(=O)c3ccccc3)nc2C)n(Cc2ccccc2)n1	-3	-1	0	-2	-2	0	-1.3	-13	3
CC(C)CC(=O)Nc1ccc(-c2nc3ccccc3c(=O)[nH]2)cc1	-5	1	-6	5	-2	-16	-0.6	0	-4
CC(OC(=O)CNC(=O)c1sc2ccccc2c1Cl)C(=O)NC1(C#N)CCCCC1 (configuration not stated)	14	3	1	8	2	-12	-1.7	4	-3
O=C(C[C@H]1CC[C@H](NC(=O)C2CCOCC2)[C@@H](CO)O1)NCc1ccncc1	4	1	5	/	-1	/	/	-7	-1
N#Cc1ccccc1NC(=O)CSc1nnc(-c2ccncc2)o1	1	0	-11	5	-3	6	-0.6	-1	-7
CCc1ccc(NC(=S)NC2CC3CCC(C2)N3Cc2ccco2)cc1 (configuration not stated)	6	3	-7	-5	-4	-3	0.7	8	-4
CCOC(=O)CSc1nnc(Cc2ccccc2)n1Cc1ccco1	19	1	5	5	0	15	-0.4	17	-9
COc1ccc(CCNC(=O)c2cc(C(C)C)on2)cc1OC	-3	3	3	8	1	3	-4.0	-15	-2
Cc1ccc(S(=O)(=O)N2CCOCC2)cc1C(=O)NCC1CCCO1 (configuration not stated)	5	1	12	15	-4	-8	2.4	-8	-1
CCCCN=C1C([N+](=O)[O-])=CC=C2C1=NC1(CCCCC1)N2O	7	0	-1	2	-1	-5	0.2	5	-4
CC(C)CNC(=O)NC(=O)COC(=O)c1cccc(NS(=O)(=O)c2ccc(F)c(F)c2)c1	-3	2	14	9	-1	-19	-0.1	-6	-1
O=c1[nH]cnc2ccc([N+](=O)[O-])cc12	0	1	9	6	-4	1	-1.2	1	4
O=C(COC(=O)c1ccncc1)NCCCc1ccccc1	0	2	5	-3	-2	11	2.4	-5	5
COc1ccc(Cc2nc(-c3ccc(Br)o3)no2)cc1OC	-6	1	-9	-7	6	14	2.4	3	0
O=C(Nc1ccccc1Oc1ccccc1)C1CCCC1	4	-1	-4	1	-5	12	-0.4	4	-4
CCCCc1nc2cc(C(=O)N3CCC(OCCOC)CC3)ccc2o1	20	0	2	7	-5	13	-1.4	-9	-4
Nc1nc(SCc2ccccc2)c2ncn(C3CCCCC3)c2n1	6	3	4	-3	-1	11	-7.4	-3	2
Cc1sc2nc(SCC(=O)NCCOCCO)n(C)c(=O)c2c1C	0	0	-5	0	1	-1	-1.6	1	2
CC(NC(=O)CCC(=O)c1cccs1)c1ccccc1 (configuration not stated)	4	1	5	3	-5	7	-0.5	-17	-3
O=C1c2ccccc2C(=O)N1CCc1nn[nH]n1	-12	1	13	2	-1	8	-0.1	-2	-2
CNC(=S)NNC(=O)CCn1nc(C)c(Br)c1C	-1	1	-2	4	3	8	0.4	-6	3
C[C@H](CO)N1C[C@H](C)[C@@H](CN(C)S(=O)(=O)c2cccs2)Oc2ccc(NS(=O)(=O)c3cn(C)cn3)cc2C1=O	13	1	-1	-5	-2	5	-1.2	9	0
CNC(=S)N1N=C(c2ccc(C)cc2)CC1c1ccc(OC)cc1 (configuration not stated)	2	-2	-5	0	-4	-12	-0.2	-5	-6
CCN(CC)c1ccc(NC(=O)Cn2c(C(C)NC(=O)c3ccc(C)cc3)nc3ccccc32)cc1 (configuration not stated)	-2	0	14	-1	0	27	0.6	2	4
Cc1cc(C)n2nc(SCN3C(=O)c4ccccc4C3=O)nc2n1	20	1	-9	5	0	-7	1.0	9	-7
Next compounds:
SMILES	M5 antag	CHRM4 agonist	CHRM4 PAM	CHRM1 PAM	CHRM5 agonist	CRFBP-R2 block	CRFR2-BP ag	M4 antag	M5 PAM
O=C(Cc1cccc(NC(=O)C2CCCN(C(=O)C3CCC3)C2)c1)Nc1cccc(C(=O)N2CCCCC2)c1 (configuration not stated)	-1	0	2	5	0	44	2.5	-3	0
C[C@@H]1CCCCO[C@H](CN(C)Cc2ccc(C(=O)O)cc2)[C@@H](C)CN([C@H](C)CO)C(=O)c2cc(NC(=O)CCC(F)(F)F)ccc2O1	-4	1	-2	-2	2	-4	1.1	5	-4
CCCCn1c(N)c(N(CCOC)C(=O)CSCc2c(C)noc2C)c(=O)[nH]c1=O	7	1	3	13	2	4	0.9	10	3
O=C(/C=C\c1ccccc1)NCC(=O)N/N=C/c1ccc(O)cc1O	0	0	8	2	-3	-5	-1.2	-9	-6
CCC(CC)NC(=O)COC(=O)c1ccc2c(c1)C(=O)N(Cc1ccco1)C2=O	0	3	1	18	1	1	-3.7	-15	6
CCN(CCCNC(=O)CCc1nc(-c2ccc(OC)cc2)no1)c1cccc(C)c1	5	5	6	-1	-2	-16	0.7	-12	-2
CC1(C)Cc2nc3[nH]c(=S)[nH]c(=O)c3cc2CO1	2	0	6	16	1	-11	-0.1	1	5
CCN(CC)C(=O)CSc1nc2ccccc2c(=O)n1CCC(=O)NCc1ccc(F)cc1	3	-1	-8	5	0	18	1.3	15	-6
CCOC(=O)C(C)Sc1ncc(OC)c(=O)[nH]1 (configuration not stated)	3	1	-1	13	-1	-36	0.1	-4	-4
COc1ccc(-c2n[nH]c(C)c2-c2cnn(-c3ccccc3)c2)c(O)c1C	-3	-1	3	7	6	3	3.3	-11	-4
Cc1ccc(CSc2nnc(-c3cccnc3)n2N)cc1	-7	1	1	0	0	6	-1.4	-3	0
CCOC(=O)C1=C(N)N2C(=O)C(C)SC2=C(C(=O)OC)C1c1ccccc1OC (configuration not stated)	-7	0	6	4	-3	-47	21	2	0
COC(=O)C1C(=O)C(C(=O)/C=C/c2ccccc2)C(=O)CC1(C)C (configuration not stated)	-13	2	14	12	2	-37	3.2	-3	4
CN(C(=O)c1ccc(NC(=O)Cc2cccc(NC(=O)C3CCCN(C(=O)c4ccccc4)C3)c2)cc1)C1CC1 (configuration not stated)	4	0	4	7	0	1	-1.1	-6	0
CC1(C)c2[nH]c3ccccc3c2C[C@H]2C(=O)N(CCCCCO)CC(=O)N21	-7	5	-1	11	-5	-7	-0.8	-5	4
CC(=O)c1cccc(NC(=O)Nc2ccc3c(c2)N(C)C(=O)CS3)c1	30*	26	-24	-18	8	-23	-1.6	22	-16
COc1ccc(-c2cc(C(=O)N(C)Cc3ccccc3F)c3ccccc3n2)cc1OC	12	12	-7	-16	-4	-6	-1.3	5	-10
Cc1ccc(NC(=O)C2Cc3ccccc3O/C2=N\O)cc1C (configuration not stated)	1	1	-4	2	-5	8	-3.1	7	0
Cc1nc2ccccn2c1-c1csc(Nc2cccc(C(=O)O)c2)n1	7	0	2	5	-1	0	1.5	2	0
CC(C)(C)C1(C)OC(C(N)=O)C(C(N)=O)O1 (configuration not stated)	4	0	-7	4	-2	-1	-0.2	7	-8
CC(C)(C)OC(=O)NCc1ccc(CNC(=O)c2nc[nH]c2C(=O)N2CCc3ccccc3C2)cc1	9	16	-8	-14	1	4	-1.4	0	-17
CS(=O)(=O)C1=NN2C(=N)/C(=C\c3ccc(OCCOc4ccccc4)cc3)C(=O)N=C2S1	2	0	-2	1	-3	27	0.3	4	-3
C/C(N)=C(/C#N)C(=O)CSc1nc2ccccc2n1CC(C)C	-8	1	8	0	-3	14	-2.2	-8	2
CC(C)CN1CCN(Cc2nc(C(C)C)cs2)CC1CCO (configuration not stated)	-6	1	2	3	-7	-12	2.4	-7	9
O=C(O)c1cccc(N/N=C/c2sc(N3CCOCC3)nc2-c2ccccc2)c1	3	1	0	14	0	-2	-2.5	9	-4

Entries shown so far that contain two or more sulfur atoms, in the order listed:
SMILES	M5 antag	CHRM4 agonist	CHRM4 PAM	CHRM1 PAM	CHRM5 agonist	CRFBP-R2 block	CRFR2-BP ag	M4 antag	M5 PAM
Cc1sc2nc(SCC(=O)NCCOCCO)n(C)c(=O)c2c1C	0	0	-5	0	1	-1	-1.6	1	2
C[C@H](CO)N1C[C@H](C)[C@@H](CN(C)S(=O)(=O)c2cccs2)Oc2ccc(NS(=O)(=O)c3cn(C)cn3)cc2C1=O	13	1	-1	-5	-2	5	-1.2	9	0
CS(=O)(=O)C1=NN2C(=N)/C(=C\c3ccc(OCCOc4ccccc4)cc3)C(=O)N=C2S1	2	0	-2	1	-3	27	0.3	4	-3

Going on with the list.
SMILES	M5 antag	CHRM4 agonist	CHRM4 PAM	CHRM1 PAM	CHRM5 agonist	CRFBP-R2 block	CRFR2-BP ag	M4 antag	M5 PAM
COc1ccc(/C=N/n2c(-c3ccco3)nc3ccccc3c2=O)cc1	12	1	-3	-9	-3	-6	-0.7	0	-2
CCOc1ccc(S(=O)(=O)Nc2cccc(C(=O)N(C)CC(=O)Nc3ccc(OC)cc3)c2)cc1	7	1	7	6	4	-30	3.0	2	1
COc1ccc(NC(=O)CN2CCN(c3ccccc3Cl)CC2)cc1	5	10	-7	-7	-6	-4	-0.1	-6	-10
Brc1ccccc1OCCCCn1cnc2ccccc21	29*	14	-14	-13	6	-17	1.3	9	-23
Cc1cccc(N=CC=C2OC(C)(C)C(C)(C)O2)c1	-9	3	-4	-1	1	-7	2.2	0	-4
CC(C)N(Cc1ccccc1)C(=O)/C=C/c1ccccc1[N+](=O)[O-]	5	1	1	2	-9	-2	2.4	4	-7
COc1ccc(C2=C(Nc3ccc(C)cc3)c3ccccc3C2=O)cc1	7	2	4	8	-4	0	-1.8	-17	-4
Cc1nn(Cc2ccc([N+](=O)[O-])cc2)c(=O)n1-c1ccc(F)cc1	0	1	8	10	0	6	0.1	6	-1
COc1cc(/C=C2\SC(=O)NC2=O)ccc1OCC(=O)N1CCOCC1	0	0	1	6	1	-8	0.5	0	-2
CC(C)CC1NC(=O)c2cccnc2-n2c1nc1cc(F)ccc1c2=O (configuration not stated)	4	0	10	4	-2	7	0.7	-10	-3
CSc1ncccc1C(=O)Nc1ccc2c(c1)OCCO2	22	0	0	14	0	42	-3.5	3	-3
Cc1cccn2c(=O)c3cc(C(=O)NCCN4CCOCC4)c(=N)n(CCc4ccccc4)c3nc12	2	2	-12	4	0	20	-1.8	19	-2
CCN1CCN(Cc2ccc(NC(=O)c3ccc(C)c(NC(=O)C[C@@H]4NC(=O)[C@H](Cc5ccccc5)NC4=O)c3)cc2C(F)(F)F)CC1	4&13	1&-1	-6&-6	-4&-5	-2&-2	30&-6	0.2&1.0	3&-1	-1&0
CC(C)NC(=O)N(C)C[C@@H]1OCc2cnnn2CCCC(=O)N([C@H](C)CO)C[C@H]1C	8	0	1	-3	0	14	4.6	-5	-4
CCOC(=O)Nc1ccc(S(=O)(=O)Nc2nc(C)cc(C)n2)cc1	-2	1	4	0	0	7	6.1	-4	3
O=C(NC1CCS(=O)(=O)C1)Oc1ccccc1 (configuration not stated)	-5	0	-1	0	-3	10	-0.8	6	-2

Single entries from the results shown:
`CCN(CCCNC(=O)CCc1nc(-c2ccc(OC)cc2)no1)c1cccc(C)c1` in CRFR2-BP ag is listed with 0.7
`CC(NC(=O)CCC(=O)c1cccs1)c1ccccc1` (configuration not stated) in M5 PAM is listed with -3
`Cc1ccc(NC(=O)C2Cc3ccccc3O/C2=N\O)cc1C` (configuration not stated) in CHRM5 agonist is listed with -5
